# Luciferase inh – inhibitors of firefly (Photinus pyralis) luciferase; Potency, µM (doses to about 115 µM), without a hit: at the top dose activity change, negative = inhibition, hits mostly inhibitors; actives 2.5% (n = 76,000); purified P. pyralis luciferase, luminescence, biochemical; P08659; further: potency means the concentration at half of the fitted maximal effect; nearly all actives have a fitted effect of over 65% in size
# Target sequence (P08659 whole entry, looked up): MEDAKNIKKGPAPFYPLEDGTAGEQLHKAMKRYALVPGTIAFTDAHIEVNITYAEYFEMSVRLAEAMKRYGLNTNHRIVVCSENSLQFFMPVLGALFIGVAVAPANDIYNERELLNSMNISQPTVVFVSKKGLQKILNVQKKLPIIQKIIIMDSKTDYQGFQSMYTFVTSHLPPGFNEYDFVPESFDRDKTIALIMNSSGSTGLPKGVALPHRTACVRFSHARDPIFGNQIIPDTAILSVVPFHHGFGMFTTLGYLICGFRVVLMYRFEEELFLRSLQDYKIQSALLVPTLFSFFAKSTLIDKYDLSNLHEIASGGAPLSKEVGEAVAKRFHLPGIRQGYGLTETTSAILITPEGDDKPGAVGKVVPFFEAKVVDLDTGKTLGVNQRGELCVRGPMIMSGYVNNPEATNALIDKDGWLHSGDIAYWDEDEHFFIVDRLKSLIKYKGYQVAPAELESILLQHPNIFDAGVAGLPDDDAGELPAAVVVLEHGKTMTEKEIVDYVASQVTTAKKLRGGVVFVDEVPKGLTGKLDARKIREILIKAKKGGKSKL
#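 Luminescence read by CCD imaging after purified firefly luciferase (10nM final) was added to substrate buffer holding 10uM D-luciferin and 10uM ATP, pH 7.5, pre-dosed with compound.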
# HEK293 viab – cell viability loss counter-screen | HEK-293-SNCA-luc viability, GF-AFC fluorescence, 24 h | Potency, µM (highest dose often 57.1 µM), for the others: at the top dose activity change, negative = cytotoxicity, usual class: cytotoxic | actives 0.12% (n = 150,000) | AID 1671193;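 further: potency means the concentration at half of the fitted maximal effect; 0% = DMSO-treated cells and -100% = medium-only wells without cells; nearly all actives have a fitted effect of over 30% in size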
#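 Cytotoxicity counterscreen: after 24 h compound treatment of genome-edited SNCA-luciferase HEK-293 cells, live-cell protease substrate GF-AFC read by fluorescence after 30 min; activity scaled between DMSO (0%) and medium-only (-100%), curves Hill-fitted.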
# SNCA expr inhib – inhibitors of alpha-synuclein (SNCA) gene expression; Potency, µM (top dose mostly 57.2 µM), for the others: at the top dose activity change, negative = inhibition, hits mostly inhibitors; HEK-293 SNCA-luciferase knock-in, luminescence, 24 h; actives 0.17% (n = 140,000);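 further: potency means the concentration at half of the fitted maximal effect; plate controls were DMSO cells for no effect and cell-free wells for full effect; nearly all actives have a fitted effect of over 45% in size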
# GPT2 inh – GPT2 alanine aminotransferase inhibition; Recombinant GPT2, coupled pyruvate oxidase/HRP Amplex Red fluorescence; Potency, µM (doses to about 57.7 µM), without a hit: at the highest dose activity change, negative = inhibition, usual class: inhibitors; actives 0.25% (n = 100,000); AID 1671188; further: potency means the concentration at half of the fitted maximal effect; nearly all actives have a fitted effect of over 60% in size; many of its hits are not listed in these tables
#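 Recombinant GPT2 (10ng/uL) with 250uM a-KG and 2mM L-alanine, 30 min at room temperature, in HEPES pH 7.5 buffer. Pyruvate detected by pyruvate oxidase/HRP/Amplex Red fluorescence after 30 min in the dark; AOA (50uM) as positive control.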
# HEK293 tox – cytotoxic compounds in HEK 293 cells | Potency, µM (top dose mostly 115 µM), for the others: at the top dose activity change, negative = cytotoxicity, usual class: inhibitors | AID 1345083 | actives 6.6% (n = 94,000) | HEK 293 viability, ATP luminescence (CellTiter-Glo), 48-72 h; further: potency means the concentration at half of the fitted maximal effect; nearly all actives have a fitted effect of over 60% in size
#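 250 HEK 293 cells/well; compound by pintool; incubated 48 or 72 hr at 37 degree Celsius; CellTiter-Glo added, 10 min RT, luminescence imaged.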
# 3T3 cytotox – NIH 3T3 cell cytotoxicity; NIH 3T3 viability, CellTiter-Glo ATP luminescence, 48-72 h; Potency, µM (highest dose often 96.7 µM), inactives show at the highest dose activity change, negative = cytotoxicity, most hits filed as inhibitors; actives 4.3% (n = 94,000); AID 1345082; further: potency means the concentration at half of the fitted maximal effect; nearly all actives have a fitted effect of over 55% in size
#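 Viability of NIH 3T3 cells after 48 or 72 hr compound treatment at 37 °C was assessed by CellTiter-Glo, with luminescence imaged following a 10 min room-temperature step.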
# IP6K1 inh – blocks human inositol hexakisphosphate kinase 1 | Q92551 | IP6K1 kinase, ADP-Glo luminescence, 2 h; active compounds read low | activity change, % (series mostly up to about 58 µM) | actives 0.81% (n = 140,000) | AID 1645851; in the data active means activity change below about -25%
# Target sequence (Q92551 whole entry, looked up): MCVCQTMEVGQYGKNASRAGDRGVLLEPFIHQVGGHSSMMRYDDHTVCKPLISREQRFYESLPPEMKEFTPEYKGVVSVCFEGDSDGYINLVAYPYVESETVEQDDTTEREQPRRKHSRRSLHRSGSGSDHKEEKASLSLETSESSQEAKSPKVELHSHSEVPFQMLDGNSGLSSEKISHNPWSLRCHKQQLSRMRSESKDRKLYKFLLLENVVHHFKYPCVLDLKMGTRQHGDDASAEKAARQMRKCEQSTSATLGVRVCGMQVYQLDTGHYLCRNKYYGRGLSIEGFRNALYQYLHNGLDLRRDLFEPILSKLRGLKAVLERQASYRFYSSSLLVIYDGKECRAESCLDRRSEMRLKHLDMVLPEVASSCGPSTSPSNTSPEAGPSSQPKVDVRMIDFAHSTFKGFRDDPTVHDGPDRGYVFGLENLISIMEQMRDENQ
#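 ADP-Glo luminescence measures ADP made by human IP6K1 during a 2 h RT reaction with ATP/IP6 (mix at 1.3 mM/130 uM); top library doses 57.5 and 19.1 uM final.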
# Starred values were filed as active, the others as inactive; i = inactive; ? = inconclusive; · = no result given; [ ] = dose if it differs, or a comment. Unless noted, the call rests on the fitted dose curve; in most records, active means well fitted curve in the direction sought with a large enough effect; inconclusive means small, poorly fitted or top-dose-only effect, or another doubt; inactive means no such curve, though single readings can be large; an effect the other way counts as inactive or inconclusive. Unless noted, on the % scale 0 is the no-effect control and ±100 the full control effect.
# Fields: Luciferase inh | HEK293 viab | SNCA expr inhib | GPT2 inh | HEK293 tox | 3T3 cytotox | IP6K1 inh
1: CN1CC2(CCN(S(=O)(=O)c3ccc(C#N)cc3)CC2)CC1C(=O)N1CCOCC1 (stereo not drawn)
    -1% | -20% | 28% | -2% | -3% | 4% | -8
2: CC(=NNC(=S)N1CCC1)c1ccccn1
    · | ? | ? | ? | · | · | ·
3: CN(C)c1cc(=O)c2ccnc(Nc3cccnc3)c2o1
    3%[230 µM] | -5%[87.6 µM] | 2%[87.6 µM] | -8%[88.5 µM] | i | 79µM* | -8
4: CCc1cccc(NC(=O)C2Cn3cccc3C(=O)N2C)c1 (stereo not drawn)
    -2% | 5% | 38%[activator] | i | -27% | -20% | -9
5: N#Cc1cccc(NC(=O)N2C[C@@H]3C[C@H](C2)c2ccc(-c4ccc(OC(F)(F)F)cc4)c(=O)n2C3)c1
    -1% | -9% | 2% | 2% | ? | -24% | -8
6: Cc1cccc(NC(=O)Cn2c(=O)c3cccn3c3ccccc32)c1C
    · | 3% | -15% | · | · | · | -2
7: O=C(c1ccc(Cl)nc1)N1CCC(N2CC3CCCN3C2=O)CC1 (stereo not drawn)
    9% | -13% | 6% | i | i | 3% | 4
8: CN(C)C(=O)CC1=C2CCCCC2N(C)C1=O (stereo not drawn)
    -9% | -7% | 7% | ? | -17% | -10% | 4
9: COc1cccc(N2CCN(C(=O)[C@H]3CCC[C@H]3NC(=O)c3ccc(OC)nc3)CC2)c1
    -1% | ? | 10% | 3% | ? | -16% | 8
10: Cc1ccc(-c2nnc(Nc3ccc(Cl)cc3)c3ccccc23)cc1S(=O)(=O)N1CCOCC1
    · | ? | 7% | · | · | · | 20
11: O=C(NC1CCN(c2cc(-c3ccc(F)cc3)[nH]n2)C1)c1cc(Cl)ccc1F (stereo not drawn)
    3% | -11% | -17% | -6% | ? | 35µM* | 4
12: Cc1ccc(CN2C(=O)[C@@H]3C[C@@H](O)CN3C3(CN(C4CCC4)C3)C2=O)o1
    3%[172 µM] | -5%[87.6 µM] | 4%[87.6 µM] | -19%[88.5 µM] | 2%[172 µM] | -2%[174 µM] | 2
13: Cc1cc(C)cc(NC(=O)Cn2c3ncccc3c(=O)n2-c2ccc(C)c(C)c2)c1
    · | 11% | -4% | · | · | · | -8
14: O=C(NCCN1CCCCC1)C1CCc2ncc(-c3ccsc3)n2C1 (stereo not drawn)
    5% | 5% | 5% | -16% | ? | -15% | 11
15: CN1C(=O)[C@@H]2C[C@@H](CN2Cc2ccc3c(c2)OCO3)Oc2ccccc21
    4%[172 µM] | 1%[87.6 µM] | 11%[87.6 µM] | -4%[88.5 µM] | -20%[172 µM] | -17%[138 µM] | -8
16: COCCN1C(=O)c2ccccc2C(C(=O)Nc2ccc3c(c2)OCO3)C12CCCC2 (stereo not drawn)
    -14% | -7% | 44%[activator] | 2% | -12% | -2% | 16
17: O=C1C[C@@]2(C(=O)N1)C(=O)N(Cc1ccc(Br)cc1F)C(=O)c1cccn12
    · | 6% | · | i | · | · | 0
18: CCC1(C(=O)O)CCCN(Cc2ccccc2)C1 (stereo not drawn)
    0% | 1% | 1% | -15% | i | i | 19
19: COCCCNC(=O)C1CCCN(C(=O)c2cnn(-c3ccc(F)cc3)c2-n2cccc2)C1 (stereo not drawn)
    · | 13% | 78%[activator] | · | · | · | 25
20: O[C@H]1[C@H](NCc2ccco2)[C@H]2CO[C@H](O2)[C@@H]1N1CCC(Cc2ccccc2)CC1
    -11%[172 µM] | 4%[87.6 µM] | 5%[87.6 µM] | ? | ? | ? | -3
21: O=C(NCc1ccccc1Cl)C1CCN(c2ncnc3c2nc2n3CCCCC2)CC1
    · | -7% | 57%[activator] | · | · | · | -4
22: OC[C@H]1O[C@@H](OC(CCCCc2ccc(O)cc2)CCc2ccc(O)cc2)[C@H](O[C@@H]2OC[C@](O)(CO)[C@H]2O)[C@@H](O)[C@@H]1O (stereo partly drawn)
    · | -8%[23.9 µM] | · | i | · | · | 8
23: CCCN(CC1CCOC1)C(=O)Nc1ccccc1 (stereo not drawn)
    -15% | -7% | 23% | i | -4% | -8% | 6
24: Cn1ncc2c(C(=O)NCc3ccc(F)cc3)cc(-c3ccccc3)nc21
    · | -8% | -14% | -1% | ? | ? | 1
25: CCc1cccc(-n2c(=O)c3cccnc3n2CC(=O)NCc2ccccc2)c1
    · | 7% | -12% | · | · | · | -12
26: O=C(NC1CCCN(CCn2nc3n(c2=O)CCCC3)C1)c1ccc2c(c1)OCO2 (stereo not drawn)
    · | · | · | · | -12% | -22% | 8
27: CN(C)S(=O)(=O)c1ccc2c(c1)N(CC(=O)N1CCCCC1)CCS2
    · | ? | 5% | · | · | · | 22
28: C=C1C(=O)OC2CC3(C)C(O)C(=O)C=C(C)C3CC12 (stereo not drawn)
    · | -4% | · | 5% | · | · | -12
29: CCn1nccc1C(=O)N1CCCC(c2nn(C)c(=O)n2C(C)C)C1 (stereo not drawn)
    4% | 2% | -10% | -4% | 1% | 4% | -2
30: O=[S+]1([O-])NCC2(CCCN(Cc3ccc(F)cc3)C2)Nc2ccccc21 (stereo not drawn)
    -3% | -2% | -29% | ? | ? | ? | 23

# Ordered by molar mass (lowest first): four of the compounds above.
# Fields: Luciferase inh | HEK293 viab | SNCA expr inhib | GPT2 inh | HEK293 tox | 3T3 cytotox | IP6K1 inh
18: CCC1(C(=O)O)CCCN(Cc2ccccc2)C1 (stereo not drawn)
    0% | 1% | 1% | -15% | i | i | 19
28: C=C1C(=O)OC2CC3(C)C(O)C(=O)C=C(C)C3CC12 (stereo not drawn)
    · | -4% | · | 5% | · | · | -12
20: O[C@H]1[C@H](NCc2ccco2)[C@H]2CO[C@H](O2)[C@@H]1N1CCC(Cc2ccccc2)CC1
    -11%[172 µM] | 4%[87.6 µM] | 5%[87.6 µM] | ? | ? | ? | -3
22: OC[C@H]1O[C@@H](OC(CCCCc2ccc(O)cc2)CCc2ccc(O)cc2)[C@H](O[C@@H]2OC[C@](O)(CO)[C@H]2O)[C@@H](O)[C@@H]1O (stereo partly drawn)
    · | -8%[23.9 µM] | · | i | · | · | 8

# The listing picks up, repeating the 2 entries before the break.
nr | Molecule | Luciferase inh | HEK293 viab | SNCA expr inhib | GPT2 inh | HEK293 tox | 3T3 cytotox | IP6K1 inh
29 | CCn1nccc1C(=O)N1CCCC(c2nn(C)c(=O)n2C(C)C)C1 (stereo not drawn) | 4% | 2% | -10% | -4% | 1% | 4% | -2
30 | O=[S+]1([O-])NCC2(CCCN(Cc3ccc(F)cc3)C2)Nc2ccccc21 (stereo not drawn) | -3% | -2% | -29% | ? | ? | ? | 23
31 | O=C(NCCc1ccc(Cl)cc1)C(=O)NCC(c1ccco1)S(=O)(=O)c1ccc(Cl)cc1 (stereo not drawn) | · | 3% | 17% | · | · | · | 21
32 | Cc1c(Cl)cccc1Nc1sc(C(=O)c2ccccc2)c(N)c1S(=O)(=O)c1ccccc1 | · | 4% | -3% | · | · | · | 1
33 | CCCN(CCC)C(=O)C(Cc1ccccc1)NS(=O)(=O)c1ccc2c(c1)c(=O)n(C)c(=O)n2C (stereo not drawn) | · | -13% | 5% | · | · | · | 16
34 | Cc1cnc(-c2ccccc2)n1CCNC(=O)c1cn(C)cn1 | 8% | -4% | 16% | 2% | -1% | -2% | -2
35 | CCCc1noc(-c2cccn3c(CNC(=O)CCc4ccccc4)nnc23)n1 | 5% | -15% | -17% | ? | 3% | -15% | 1
36 | CCOc1ccc(CCNC(=O)CCCc2nnc3n(CC)c(=O)c4sccc4n23)cc1OCC | · | -10% | 7% | · | · | · | 18
37 | Cc1ccc(C(=O)NCCn2ccn3nc(-c4ccc(F)cc4)cc3c2=O)s1 | ? | -10% | 49%[activator] | i | -21% | -17% | -1
38 | Cc1ncccc1-c1nc2cc(C(=O)NCC3CCCCC3)ccc2o1 | · | 9% | 22% | -7% | -15% | -29% | 26
39 | CCc1nc2c(c(-c3ccc(Cl)cc3)n1)CCN(Cc1cc(C)on1)CC2 | -2% | -6% | 15% | -12% | -35% | -37% | 11
40 | Cn1ccnc1C(O)C1CCN(C(=O)Cc2c[nH]c(=O)n(C)c2=O)CC1 (stereo not drawn) | -1% | 2% | -17% | ? | -12% | i | -14
41 | CN1CCN(C(=O)CC2CCCN(c3cnn(CC4CC4)c(=O)c3)C2)CC1 (stereo not drawn) | 6% | 3% | 0% | i | 11% | -6% | -3
42 | COC(=O)C1=C(C)N=C2SC=C(CC(=O)NCc3ccco3)N2C1c1cccc(OC)c1 (stereo not drawn) | 0% | 9% | -17% | i | -10% | 4% | -1
43 | COc1cccc(N2CC(C(=O)NCc3cccc(F)c3)NC2=O)c1 (stereo not drawn) | 5%[172 µM] | -10%[87.6 µM] | -15%[87.6 µM] | i | ? | -25%[138 µM] | -11
44 | Cc1ccncc1C(=O)N[C@@H]1CN(Cc2ccccc2)C[C@H]1CN(C)C | 8% | 4% | -18% | i | i | -7% | -12
45 | O=C1CCN(S(=O)(=O)c2ccccc2)CCCC(CO)CCN1 (stereo not drawn) | 0% | 1% | -19% | -4% | i | -14% | -2
46 | O=C(c1ccc([N+](=O)[O-])cc1)N1CCN(c2ccc(Nc3ccccc3)nn2)CC1 | · | 1% | -11% | · | · | · | 11
47 | COc1cccc(Cn2c(=O)c3ccnn3c3ccc(C(=O)O)cc32)c1 | -8% | 2% | -16% | 1% | 0% | ? | 2
48 | COc1ccc(C(=O)N2CC(N(C3CCOCC3)S(C)(=O)=O)C2)cn1 | -2% | 0% | 0% | -16% | -18% | -5% | -4
49 | COCCNC(=O)[C@H]1C[C@H](Oc2ccccc2)CN1S(=O)(=O)c1cn(C)cn1 | 6% | -6% | 9% | 0% | -9% | i | 7
50 | C=CCN(C)c1nc(C)nc2c1CCN(C(=O)N1CCOCC1)CC2 | 4% | -3% | -4% | 1% | 2% | i | 0
51 | COc1cc(C(=S)N2CCOCC2)cc(OC)c1OC | · | -5%[23.9 µM] | -34%[25.6 µM] | i | · | · | 0
52 | Cc1ccccc1-c1nn2c(=O)cc(CN3CCN(C(=O)/C=C/c4ccccc4)CC3)nc2s1 | · | ? | -10% | · | · | · | -5
53 | CCN(CC)[C@H]1[C@@H]2OC[C@@H](O2)[C@@H](NCc2ccccc2OC)[C@@H]1O | 0%[172 µM] | 15%[87.6 µM] | 4%[87.6 µM] | -14%[88.5 µM] | i | 5%[174 µM] | -5
54 | COc1ccc(CC(=O)N2Cc3ccccc3CC3(CCN(C)CC3)C2)cc1 | · | -2% | -28% | i | -9% | -10% | -3
55 | O=C(c1ccc(-c2cncnc2)cc1)N1CCC(N[S+](=O)([O-])c2cccs2)CC1 | · | 16%[12.5 µM] | ? | i | -4% | -26% | -9
56 | COc1cc(-c2cc(OC)c3c(C)oc(C)c3c(=O)c2)ccc1OC(=O)c1cccc(Cl)c1 | · | -20% | -1% | · | · | · | -22

# Assay outcomes: PubChem BioAssay, National Center for Advancing Translational Sciences (NCATS)

# This is a subset; count on the stated rates, not on these rows.
